TCR act: activates T cell receptor signaling. Potency, µM (series often up to 9.22 µM), for the others: at the top dose activation of IL-2 secretion, actives largely listed as activators. 330,000 tested, under 10 active. primary human leukocytes, anti-CD3, IL-2 HTRF, 48 h; further: % of control where 0% means no effect
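1) Mix primary human leukocytes, a-CD3 beads and compound. 2) Incubate 48 hr. 3) Add HTRF IL-2 reagents (a-IL-2-K, a-IL-2-d2).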
Tb PFK inh: inhibitors of T. brucei phosphofructokinase | AID 485367 | O15648 | Potency, µM (top dose mostly 57.5 µM), for inactives: top-dose activity, negative = inhibition, hits mostly inhibitors | hit rate 0.17% among 330,000 | T. brucei PFK, ADP-Glo luminescence;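 further: potency means the concentration at half of the fitted maximal effect; 0% = uninhibited 1x PFK enzyme wells and -100% = no-enzyme wells; nearly all actives have a fitted effect of over 60% in size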
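ADP-Glo luminescence quantified ADP after 45 min at room temperature, with 1.25 nM T. brucei PFK, 0.1 mM ATP and 0.5 mM fructose-6-phosphate in pH 8.0 TEA buffer. qHTS titrations up to 57 µM; curves classified by quality.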
USP2a inh: USP2a (human) protease inhibition | AID 463254 | USP2 core, Ub-CHOP2 coupled fluorogenic reporter, 485/531 | hit rate 0.01% among 330,000 | O75604 | Potency, µM (doses to about 38.3 µM), for inactives: top-dose activity change, negative = inhibition, most hits filed as inhibitors;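 further: potency means the concentration at half of the fitted maximal effect; plate controls were DMSO wells for no effect and full inhibition by NEM control for full effect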
Target sequence (O75604 whole entry, looked up): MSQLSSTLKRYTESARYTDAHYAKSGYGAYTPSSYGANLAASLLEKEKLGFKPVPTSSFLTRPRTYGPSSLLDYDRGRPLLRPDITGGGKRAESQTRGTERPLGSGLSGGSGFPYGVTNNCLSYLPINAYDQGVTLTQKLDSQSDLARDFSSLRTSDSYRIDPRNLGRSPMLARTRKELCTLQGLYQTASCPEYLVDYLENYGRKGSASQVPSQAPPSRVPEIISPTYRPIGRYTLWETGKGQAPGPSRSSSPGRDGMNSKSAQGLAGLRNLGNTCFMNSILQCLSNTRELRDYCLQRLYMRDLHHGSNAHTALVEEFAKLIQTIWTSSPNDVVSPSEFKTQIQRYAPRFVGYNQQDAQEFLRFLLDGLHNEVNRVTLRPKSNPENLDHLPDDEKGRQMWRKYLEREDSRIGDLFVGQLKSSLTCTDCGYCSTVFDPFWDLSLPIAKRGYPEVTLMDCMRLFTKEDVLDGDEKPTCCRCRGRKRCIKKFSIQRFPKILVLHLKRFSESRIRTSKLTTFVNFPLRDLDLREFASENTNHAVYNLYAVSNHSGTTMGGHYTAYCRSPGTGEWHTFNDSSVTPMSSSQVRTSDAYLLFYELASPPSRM
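USP2 core (10nM final) preincubated 30min RT with compound in 20mM Tris-HCl pH 8.0, 2mM CaCl2, 2mM beta-mercaptoethanol, 0.05% CHAPS; 25nM Ub-CHOP2 plus 25nM reporter substrate added, fluorescence (Ex485/Em531) read after 60min.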
uPA surface inh: cell surface uPA generation inhibition; cell surface uPA generation assay, qHTS; Potency, µM (series often up to 38.3 µM), for inactives: at the top dose activity change, negative = inhibition, most hits filed as inhibitors; hit rate 0.31% among 330,000; AID 540303; active means well fitted inhibition curve with a large enough effect; inconclusive means small, poorly fitted or top-dose-only effect; inactive means no such curve, though single readings can be large or run the other way; tested in mouse RAW 264.7 cells; further: potency means the concentration at half of the fitted maximal effect; on the % scale 0 is the no-effect control and ±100 the full control effect; nearly all actives have a fitted effect of over 55% in size
ELG1 DNA repair: ELG1-dependent DNA repair inhibition | HEK293T ELG1-luciferase reporter, luminescence, 16 h; DNA damage induced by 5-fluorouridine | Potency, µM (titrated, usually from 46.1 µM), without a hit: at the highest dose activity change, negative = inhibition, usual class: inhibitors | hit rate 2.3% among 330,000 | AID 504467; further: potency means the concentration at half of the fitted maximal effect; on the % scale 0 is the no-effect control and ±100 the full control effect; nearly all actives have a fitted effect of over 55% in size
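Overnight (16 hr) co-exposure of 2,000 cells/well to 5-fluorouridine and compound at 37 °C preceded detection. Luciferase was quantified via ONE-Glo luminescence; loss of signal denotes inhibition.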
Mito fusion act: inhibitors of mitochondrial division or activators of mitochondrial fusion. S. cerevisiae fusion-defective mutant growth rescue, CellTiterGlo 48 h. Potency, µM (series often up to 46.1 µM), for inactives: at the highest dose growth rescue (activation), actives largely listed as activators. hit rate 0.23% among 320,000;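 further: potency means the concentration at half of the fitted maximal effect; % of control where 0% means no effect; nearly all actives have a fitted effect of over 45% in size; temperature-sensitive fusion mutants such as fzo1-1 at 37 °C on non-fermentable ethanol glycerol medium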
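Luminescent cell viability in 1536-well qHTS format served as the measure of rescued growth in ts fusion-mutant S. cerevisiae cultured on non-fermentable YPEG for 48 hours at 37C.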
Chronic BCR inh: blocks chronic active B-cell receptor signaling. ABC-DLBCL IkBa-CBG/CBR reporter, luminescence ratio, 4 h. Potency, µM (series often up to 46.1 µM), inactives show at the highest dose ratio change, negative = lower green/red ratio, usual class: inhibitors. hit rate 0.05% among 340,000; active means well fitted inhibition curve with a large enough effect in the signal ratio, with a control signal flat, not every such curve was filed as active; inconclusive means small, poorly fitted or top-dose-only effect, or effect the other way, or a change in a side signal; the % refers to the signal ratio;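 further: potency means the concentration at half of the fitted maximal effect; plate controls were basal doxycycline-induced cells for no effect and cells given 10 µM MG132 for full effect; MG132 reads +100%, hits lower the ratio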
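Cell line TMD8 (human ABC DLBCL), stably expressing tet-inducible CBG68-IkBa fusion and CBR; IMDM/0.5% FBS; cpd up to 46 uM; dox induction, 4 h, 37C/5% CO2; dual luminescence; green/red ratio; MG132 control.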
Eya2 phos inh: Eya2 (human) phosphatase inhibition | recombinant Eya2, OMFP fluorescence dephosphorylation (OMFP is methylfluorescein phosphate) | hit rate 0.006% among 330,000 | O00167 | Potency, µM (top dose mostly 76.9 µM), for the others: at the top dose activity, negative = inhibition, actives largely listed as inhibitors; further: potency means the concentration at half of the fitted maximal effect; on the % scale 0 is the no-effect control and ±100 the full control effect
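Eya2 (0.2 uM) preincubated 10 min at ambient with compound, then OMFP substrate added at 50 uM; 10 min reaction in 50 mM HEPES pH 7.5, 50 mM NaCl, 5 uM MgCl2, 0.05% BSA, 1 mM DTT. Fluorescence read at Ex 485/Em 525 nm.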
B2AR arrestin: agonists driving beta-arrestin recruitment to human beta2-adrenergic receptor. P07550. beta-arrestin recruitment to beta2AR, cell-based reporter. Potency, µM (highest dose often 46.1 µM), for the others: at the highest dose activation, hits mostly activators. hit rate 0.02% among 330,000;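 further: potency means the concentration at half of the fitted maximal effect; 0% = DMSO controls and full agonism = EC100 isoproterenol or metaproterenol; nearly all actives have a fitted effect of over 65% in size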
Target sequence (P07550 whole entry, looked up): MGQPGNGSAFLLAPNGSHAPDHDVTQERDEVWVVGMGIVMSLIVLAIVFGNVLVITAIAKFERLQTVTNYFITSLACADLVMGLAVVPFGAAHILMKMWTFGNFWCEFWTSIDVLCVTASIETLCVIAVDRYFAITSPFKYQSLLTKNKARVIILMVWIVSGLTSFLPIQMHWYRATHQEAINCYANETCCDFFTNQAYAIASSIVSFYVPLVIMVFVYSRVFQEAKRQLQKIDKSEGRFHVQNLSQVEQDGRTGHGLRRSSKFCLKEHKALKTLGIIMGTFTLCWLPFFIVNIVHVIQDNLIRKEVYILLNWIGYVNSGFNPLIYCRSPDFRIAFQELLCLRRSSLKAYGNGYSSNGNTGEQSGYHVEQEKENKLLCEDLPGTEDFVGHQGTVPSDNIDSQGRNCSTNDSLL
TSHR antagonist: blocks TSH signaling through the human TSH receptor | activity change, negative = inhibition, % at 11.5 µM | hit rate 0.2% among 330,000 | P16473 | TSHR-expressing cells, TSH-stimulated cAMP HTRF, 2 h; hits give low values;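 active means activity change below a set negative limit, meaning inhibition stronger than a set level, cut at about -70% in these data; inconclusive means activity change between two set negative limits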; further: on the % scale 0 is the no-effect control and ±100 the full control effect
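Cell-based HTRF cAMP assay; TSHR cells + compound, TSH EC80 (4nM final), 2 h, 37 deg C. Lysis with anti-cAMP cryptate and cAMP-d2, 30 min RT, read 665/620 nm.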
TSG101-PTAP inh: blocks PTAP/TSG101 interaction to inhibit HIV-1 budding. Q99816. Fluorescence polarization, FITC-PTAP peptide / Tsg101 binding. 340,000 tested, under 10 active. Potency, µM (top dose mostly 115 µM), without a hit: at the top dose activity change, negative = inhibition, actives largely listed as inhibitors; active means well fitted inhibition curve with a large enough effect in the main read-out, with a control signal flat, not every such curve was filed as active; inconclusive means small, poorly fitted or top-dose-only effect, or effect the other way, or a change in a side signal; inactive means no such curve, though single readings can be large or run the other way; further: potency means the concentration at half of the fitted maximal effect; % of control where 0% means no effect
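Steps: Tsg101 binding domain dispensed (10 uM final), compounds pinned in DMSO, FITC-labeled PTAP-motif peptide added (50 nM final); after 20 min binding at room temperature, polarization measured.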
An asterisk follows results filed as active; ? = inconclusive; . = not tested or not shown; [ ] = dose if it differs, or a comment. Unless noted, the call rests on the fitted dose curve; in most records, active means well fitted curve in the direction sought with a large enough effect; inconclusive means small, poorly fitted or top-dose-only effect, or another doubt; inactive means no such curve, though single readings can be large; an effect the other way counts as inactive or inconclusive.

Value order – USP2a inh | Eya2 phos inh | ELG1 DNA repair | Chronic BCR inh | TCR act | Tb PFK inh | uPA surface inh | Mito fusion act | TSHR antagonist | TSG101-PTAP inh | B2AR arrestin
> O=C(O)C(=O)/C(=C\c1ccccc1)c1ccc2ccccc2n1
  -1% | 11% | ? | ? | -1% | -1% | 3% | 4% | 3 | ? | 0.4%
> COC(=O)c1cccc(NC(=O)Nc2ccc(Cl)cc2Cl)c1
  1% | -1% | 13% | 2% | -57% | 2% | 13% | 7% | -41 | 0% | -0.2%
> CCCCOc1ccc(N=Cc2ccc[nH]2)cc1
  2% | 13% | ? | 1% | . | -4% | -2% | -8% | -4 | -1% | 0.4%
> CC(=O)Nc1ccc(NC(=O)C(C)OC(=O)c2ccc(OCc3c(C)noc3C)cc2)cc1 (configuration not stated)
  4% | -13% | ? | ? | -6% | 0% | . | -1% | 4 | -10% | 0.1%
> NCCCNC(=O)c1cc2ccccc2[nH]1
  2% | 3% | 11% | -3% | 0% | 1% | -1% | -3% | -9 | -1% | 0.0%
> CSc1nncc(=O)[nH]1
  2% | 7% | -19% | 1% | 7% | 4% | . | -3% | 0 | -8% | 0.1%
> O=c1[nH]ncn1-c1cccc(C(F)(F)F)c1
  -2% | 13% | 1% | 0% | . | 6% | 1% | 2% | 49 | -5% | 0.0%
> Cc1cc(C)n(Cc2ccc(C(=O)O)cc2)n1
  3% | -5% | 0% | 0% | 5% | 2% | 14% | -3% | -1 | -16% | -0.2%
> Cc1nc(N)c(Cc2ccc(Cl)cc2Cl)c(N)n1
  13% | -21% | ? | -5% | 4% | 0% | 0% | 7% | -6 | -4% | -0.3%
> CC1CC1C(=O)OCC(=O)Nc1ccccc1Oc1ccccc1 (configuration not stated)
  1% | 0% | -14% | -2% | -5% | -3% | 2% | 10% | -3 | -5% | 0.3%
> O=C(CN1C(=O)CSc2ccccc21)Nc1ccccc1C(=O)N1CCOCC1
  1% | -3% | 14% | 0% | 0% | 5% | . | 6% | -2 | -1% | 0.1%
> C=CCn1c(-c2ccc([N+](=O)[O-])cc2)n[nH]c1=S
  3% | 2% | -4% | 0% | 2%[46.1 µM] | -3% | 5% | -3% | -10 | -2% | 0.2%
> Cc1c(NC(=O)CNCc2ccc3c(c2)OCO3)c(=O)n(-c2ccccc2)n1C
  4% | ? | -6% | 4% | 1% | -8% | 17% | -5% | 0 | -2% | -0.1%
> CCN1CCN(S(=O)(=O)c2ccc(Cl)c(C(=O)Nc3nnc(C)s3)c2)CC1
  -1% | 16% | 10% | 2% | -1% | -4% | -2% | -9% | 15 | -2% | -3.9%
> Nc1ccc(-n2cnc3cc([N+](=O)[O-])ccc32)cc1
  1% | -16% | ? | 5% | -4% | 3% | -2% | -9% | -19 | -2% | -0.9%
> O=C(CCCCCCCCC(=O)N/N=C/c1ccco1)N/N=C/c1ccco1
  0% | 5% | -8% | ? | 0%[46.1 µM] | ? | -1% | -2% | -6 | -1% | -0.6%
> O=C(NCCc1nc2ccccc2[nH]1)c1ccc(Cl)c([N+](=O)[O-])c1
  -1% | 1% | -9% | ? | 4%[46.1 µM] | -1% | -1% | -1% | -1 | -8% | -0.2%
> CC1CCCCC1NC(=O)CSc1nnc(CC(=O)Nc2ccccc2F)n1C (configuration not stated)
  -1% | -9% | 3% | -10% | -1% | 0% | 0% | -4% | 6 | -2% | -1.4%
> CN(CCCNC(=O)Cn1c(=O)c2cccn2c2ccccc21)Cc1ccccc1
  0% | 9% | 0% | -10% | -4% | -2% | 7% | -3% | -3 | -4% | 0.3%
> CC(C)CN1C(=O)C(=O)N(CC(=O)c2ccc[nH]2)C1=O
  -1% | -7% | 32% | 5% | -4% | -2% | 4% | 7% | 4 | -4% | -2.6%
> Cc1nn(CC(=O)NCCCN2CCCC2)c(=O)c2nn(-c3ccccc3)c(C)c12
  0% | -8% | 20% | -7% | -4% | -6% | 8% | -3% | 19 | 2% | -0.8%
> N#CC1(NC(=O)COC(=O)c2nc(Cl)ccc2Cl)CCCCC1
  1% | 4% | 17% | 1% | -1% | 1% | 1% | 1% | -4 | -5% | 0.1%
> COC1=C(Nc2ccccc2OC)C(=O)c2ccccc2C1=O
  -3% | ? | ? | ? | -3% | -5% | 4% | -7% | 4 | -1% | -0.8%
> O=C(C(=O)N1CCc2ccccc2C1)N1CCc2ccccc2C1
  0% | 3% | -4% | 0% | 10%[46.1 µM] | 4% | . | 0% | -1 | . | 0.0%
> CSc1ccc(CCNC(=O)C2CCCN(c3nn4c(=O)cc(C)nc4s3)C2)cc1 (configuration not stated)
  0% | 9% | -3% | 0% | -5% | 1% | -19% | -4% | 30 | -5% | -0.1%
> CC1=C(C(=O)Nc2ccc([N+](=O)[O-])cc2)C(c2cccc(C(F)(F)F)c2)NC(=S)N1c1ccccc1 (configuration not stated)
  -11% | -15% | ? | ? | 3% | -4% | -12% | 2% | -4 | -3% | -1.1%
> Fc1cccc(Cl)c1/C=N/Nc1ccccn1
  0% | -6% | ? | 7% | 3% | -3% | 4% | -1% | 1 | -4% | 0.0%
> O=C(N/N=C/c1ccc(Cl)cc1Cl)C1CCN(c2ncc(C(F)(F)F)cc2Cl)CC1
  1% | -2% | -8% | 2% | . | 0% | . | 3% | 15 | . | 0.1%
> Cc1ccc(/C=C(/NC(=O)c2ccccc2)C(=O)NC(Cc2c[nH]c3ccccc23)C(=O)O)cc1 (configuration not stated)
  0% | -2% | -4% | -7% | -8% | 5% | 2% | -2% | -5 | -5% | 0.1%
> CC(=O)Nc1cccc(NC(=O)CS(=O)(=O)c2cn(CC(=O)N3CCOCC3)c3ccccc23)c1
  -1% | 11% | 5% | 0% | -1% | -3% | -1% | 0% | 0 | -4% | -0.1%

Next part
Value order – USP2a inh | Eya2 phos inh | ELG1 DNA repair | Chronic BCR inh | TCR act | Tb PFK inh | uPA surface inh | Mito fusion act | TSHR antagonist | TSG101-PTAP inh | B2AR arrestin
> Cc1cc(=O)oc(C)c1C(=O)N1CCc2c([nH]c3ccccc23)C1C(C)C (configuration not stated)
  0% | -1% | -4% | 0% | -3% | -3% | 0% | 0% | -4 | -1% | 0.1%
> CC(OC(=O)CN1C(=O)c2ccccc2C1=O)C(=O)c1ccccc1 (configuration not stated)
  1% | 24% | 18% | -1% | . | -2% | 20% | 2% | -3 | -9% | -0.1%
> COC(=O)c1cccc(Nc2nc(-c3ccncc3)nc3ccccc23)c1
  2% | 2% | ? | -13% | -2% | 1% | 10% | -1% | -30 | 2% | 0.2%
> CCc1ccc(CNC(=O)C2CCCN(c3nc4ccccc4o3)C2)cc1 (configuration not stated)
  3% | 7% | -3% | -2% | 5% | 4% | . | -4% | -6 | -1% | -2.2%
> O=C(COC(=O)c1ccccc1Br)NCC1CCCCC1
  0% | -2% | ? | -13% | 6% | 20% | -1% | . | -20 | 1% | -0.1%
> COC(=O)CN1C(=O)Nc2ccc(Br)cc2C1c1ccccc1Cl (configuration not stated)
  1% | 6% | -3% | 1% | -1% | -3% | -5% | -1% | -7 | -11% | 0.3%
> COc1cc(CNCc2cccnc2)ccc1OCC(=O)NC(C)(C)C
  3% | 5% | 1% | ? | 0% | 3% | 12% | 1% | 3 | -4% | -0.1%
> Cc1ccc(S(=O)(=O)N2CCOCC2)cc1NC(=O)C(c1ccc(Cl)cc1)C(C)C (configuration not stated)
  -9% | -25% | ? | ? | 1% | 0% | -10% | 5% | 2 | 0% | 0.2%

Grouped by structure: the entries above containing a CF3 group
Value order – USP2a inh | Eya2 phos inh | ELG1 DNA repair | Chronic BCR inh | TCR act | Tb PFK inh | uPA surface inh | Mito fusion act | TSHR antagonist | TSG101-PTAP inh | B2AR arrestin
> O=c1[nH]ncn1-c1cccc(C(F)(F)F)c1
  -2% | 13% | 1% | 0% | . | 6% | 1% | 2% | 49 | -5% | 0.0%
> CC1=C(C(=O)Nc2ccc([N+](=O)[O-])cc2)C(c2cccc(C(F)(F)F)c2)NC(=S)N1c1ccccc1 (configuration not stated)
  -11% | -15% | ? | ? | 3% | -4% | -12% | 2% | -4 | -3% | -1.1%
> O=C(N/N=C/c1ccc(Cl)cc1Cl)C1CCN(c2ncc(C(F)(F)F)cc2Cl)CC1
  1% | -2% | -8% | 2% | . | 0% | . | 3% | 15 | . | 0.1%
